# High-throughput results from PubChem BioAssay.
# D2 ag: D2 dopamine receptor (human) agonism | P14416 | HEK293 T-REx D2 cells, calcium flux agonist mode | activation, % at 2 µM | 0.53% of 340,000 active;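 active = activation over 3 SD above normal in the single-dose calcium agonist read, cut at about 30% in these data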; note: 0% is about no effect
# Target sequence (P14416 whole entry, looked up): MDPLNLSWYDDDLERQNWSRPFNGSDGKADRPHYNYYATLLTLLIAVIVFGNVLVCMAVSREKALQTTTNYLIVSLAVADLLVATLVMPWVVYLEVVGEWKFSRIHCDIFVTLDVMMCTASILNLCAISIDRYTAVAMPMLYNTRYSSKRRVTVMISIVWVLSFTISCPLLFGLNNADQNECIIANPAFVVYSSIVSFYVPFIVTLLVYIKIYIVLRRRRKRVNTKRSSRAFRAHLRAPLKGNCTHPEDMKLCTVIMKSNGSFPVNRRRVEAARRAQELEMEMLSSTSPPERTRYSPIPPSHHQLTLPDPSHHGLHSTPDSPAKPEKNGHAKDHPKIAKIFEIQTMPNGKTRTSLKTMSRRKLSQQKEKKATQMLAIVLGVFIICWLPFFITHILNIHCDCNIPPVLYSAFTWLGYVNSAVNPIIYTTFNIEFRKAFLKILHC
#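 In this primary screen, compounds producing a positive calcium signal within 180 s of addition to tetracycline-induced, force-coupled HEK293 Trex D2 cells are flagged; cells are dye-loaded with a no-wash calcium kit beforehand.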
# TrxR1 substrate: is turned over as a substrate by rat TrxR1; purified TrxR1 substrate turnover, NADPH consumption readout; AID 588456; 0.01% of 390,000 active; O89049; Potency, µM (top dose mostly 114 µM), for inactives: at the highest dose activity change, negative = substrate turnover; note: potency is the fitted concentration of half-maximal effect; % is set by controls: 0 for no effect and ±100 for the full control effect; nearly all actives have a fitted effect of over 50% in size
#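 Rat TrxR1, dispensed at 90 nM, was prereduced with 400 uM NADPH (final) for 5 min at ~22 deg C, then incubated with compound 15 min before 400 uM selenite. A first-read NADPH fluorescence drop versus no-compound background flagged substrates.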
# USP1 inh: USP1/UAF1 (human) deubiquitinase inhibition. O94782. recombinant USP1/UAF1, Ub-Rhodamine cleavage fluorescence. Potency, µM (titrated, usually from 57.1 µM), for inactives: top-dose activity change, negative = inhibition, hits mostly inhibitors. 0.23% of 390,000 active; note: potency is the fitted concentration of half-maximal effect; % is set by controls: 0 for no effect and ±100 for the full control effect; nearly all actives have a fitted effect of over 60% in size; inactives centre near -12
#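 USP1/UAF1 complex at 1 nM was preincubated with compound for 15 min at room temperature, then Ub-Rho substrate (150nM final) was added. Fluorescence (480/540 nm) was read kinetically, 6 reads every 60 seconds.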
# TRHR PAM: TRH receptor (human) allosteric enhancement. 0.66% of 360,000 active. TRHR cells, fluo-8 calcium fluorescence, EC20 TRH enhancement. AID 493056. P34981. enhancement, % at 2 µM; in the data active = enhancement above about 30%; note: 0% is about no effect
# Target sequence (P34981 whole entry, looked up): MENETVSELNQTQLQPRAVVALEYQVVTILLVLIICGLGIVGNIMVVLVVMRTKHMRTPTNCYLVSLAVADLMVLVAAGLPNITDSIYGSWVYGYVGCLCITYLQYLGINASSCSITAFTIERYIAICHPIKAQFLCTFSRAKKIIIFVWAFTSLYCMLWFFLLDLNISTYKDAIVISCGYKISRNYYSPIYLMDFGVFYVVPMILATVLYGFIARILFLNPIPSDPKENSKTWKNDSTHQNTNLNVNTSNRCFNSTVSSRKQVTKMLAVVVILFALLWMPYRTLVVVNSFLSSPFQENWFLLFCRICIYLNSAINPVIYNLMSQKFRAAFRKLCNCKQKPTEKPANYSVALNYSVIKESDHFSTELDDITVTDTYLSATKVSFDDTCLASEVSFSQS
#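 TRHR-expressing cells loaded with fluo-8 calcium dye were read kinetically (ex 480/em 530) during compound addition, then stimulated with an EC20 of TRH (10 nM final). Enhancement of the Gq-mediated intracellular calcium response was scored.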
# rTrxR1 inhibitor: inhibitors of rat thioredoxin reductase 1 | O89049 | recombinant rTrxR1, NADPH fluorescence consumption, selenite substrate | Potency, µM (doses to about 114 µM), for the others: top-dose activity change, negative = inhibition, usual class: inhibitors | 1% of 390,000 active | AID 588453; note: potency is the fitted concentration of half-maximal effect; % is set by controls: 0 for no effect and ±100 for the full control effect; nearly all actives have a fitted effect of over 65% in size
#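 Rat TrxR1 (90 nM in the dispensed reagent) was pre-reduced with 400 uM NADPH for 5 min at room temperature, then incubated with compound for 15 min. After 400 uM selenite was added, NADPH fluorescence (Ex 340/Em 450 nm) was followed for 8 min.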
# TRHR agonist: activates the human TRH receptor. TRHR cells, calcium flux fluo-8, FDSS agonist mode. 0.18% of 360,000 active. activation, % at 2 µM. P34981. AID 493084; in the data active = activation above about 30%; note: 0% is about no effect
#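 Read-out: compound-evoked intracellular calcium rise in TRHR cells, fluo-8 dye, kinetic FDSS fluorescence at 1 s/cycle following a 10-cycle baseline. Cells cultured overnight before dye loading (30 min–1.5 h, RT).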
# mIDH1 inhibitor: blocks human mutant IDH1 R132H enzyme | O75874 | IDH1-R132H enzyme, NADPH consumption, diaphorase/resazurin fluorescence | Potency, µM (top dose mostly 76.6 µM), for inactives: at the top dose activity change, negative = inhibition, actives largely listed as inhibitors | 0.093% of 390,000 active | AID 602179; note: potency is the fitted concentration of half-maximal effect; % is set by controls: 0 for no effect and ±100 for the full control effect; nearly all actives have a fitted effect of over 65% in size
#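 IDH1-R132H (0.5 ug/mL dispensed) in pH 7.5 Tris buffer was preincubated 30 min with compound, then given a substrate mix of 0.016 mM NADPH and 2 mM alpha-KG for 80 min at room temperature; remaining NADPH was read by diaphorase/resazurin fluorescence.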
# PI4K2A block: blocks human PI4K2A kinase activity; Q9BTU6; purified PI4K2A, ADP-Glo luminescence, 1 h; hits give low values; activity change, negative = inhibition, % at 76.9 µM; 0.13% of 420,000 active; AID 1346378; in the data active = activity change below about -50%; inconclusive = mostly about -30% to -49%;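 note: -100% = wells without enzyme as full effect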
#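 Compounds are screened against recombinant PI4K2A using PI as substrate and ATP, the latter dispensed at 300 microM. Reactions run one hour at ambient temperature before ADP-Glo detection; full inhibition defined by wells lacking enzyme.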
# D2 antagonist: antagonists of human D2 dopamine receptor; HEK293 TREx D2 cells, calcium flux, dopamine EC80; AID 485344; 2% of 340,000 active; P14416; inhibition, % at 10 µM; in the data active = inhibition above about 30%; note: 0% is about no effect
#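 Calcium flux kinetic readout in an inducible HEK293 TREx D2 line plated overnight at 30 C. After 180 s compound exposure, an EC80 dopamine challenge follows with another 180 s kinetic read to detect antagonism.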
# * hit, by the source's call; ? = inconclusive; · = no result given; [ ] = dose if it differs, or a comment. Unless noted, calls come from the whole dose curve; as a rule, active = well fitted inhibition curve with a large enough effect; inconclusive = small, poorly fitted or top-dose-only effect; inactive = no such curve, though single readings can be large or run the other way.
SMILES,D2 ag,TrxR1 substrate,USP1 inh,TRHR PAM,rTrxR1 inhibitor,TRHR agonist,mIDH1 inhibitor,PI4K2A block,D2 antagonist
Cc1c(NS(=O)(=O)N2CCCCC2)c(=O)n(-c2ccccc2)n1C,-0.8,4.9%[11.4 µM],-7.4%,3.7,2.0%[11.4 µM],-0.3,-0.8%,0.0,5.0
CSCC[C@H](NC(=O)[C@H]1N2C(=O)c3ccccc3C2SC1(C)C)C(=O)NCc1ccncc1 (stereo not given in full),0.2,0.0%,-11.6%,-6.5,18.8%,-0.6,4.6%,-1.0,12.2
O=C(NC(=S)Nc1ccccc1Cl)c1cncc(C#Cc2ccccc2)c1,0.7,-1.1%,-13.5%,12.6,9.4%,0.0,0.0%,2.4,-28.0
NC(=O)COC(=O)c1sc2cc(F)ccc2c1Cl,2.0,5.3%,-21.3%,13.7,22.4%,-0.4,-0.2%,-2.8,13.6
CC(NC(=O)CN(Cc1ccccc1)S(=O)(=O)c1ccccc1)c1cccnc1 (stereo not given),0.0,-0.9%,4.2%,-2.8,11.5%,-0.3,4.1%,-3.4,26.1
CC(C)N(C(=S)NC1CCCCC1)c1ccccc1,0.3,·,·,0.1,·,-0.2,·,·,-9.8
COc1ccc(C(=O)/C=C/c2ccccc2F)c(OC(=O)c2ccc([N+](=O)[O-])cc2)c1,0.7,-4.6%,-23.6%,-1.6,-8.9%,0.1,4.2%,40.2,-1.7
Clc1ccccc1OCCN1CCCCC1,0.5,6.9%,5.2%,-9.5,19.0%,1.0,1.5%,2.5,44.3*
CCC1Oc2ccc(C)cc2N(CC(=O)N(Cc2cccnc2)Cc2ccc(C)o2)C1=O (stereo not given),·,0.2%,-22.8%,3.8,?,-1.0,17.3%,1.7,·
O=C(NCc1ccccc1)C(c1ccco1)N(C(=O)c1csnn1)c1ccccc1F (stereo not given),-0.8,1.4%[57.1 µM],-18.5%,-2.4,2.5%[57.1 µM],-0.7,0.1%,1.2,-14.0
COc1ccc([C@@]23Oc4cc(OC)cc(OC)c4[C@]2(O)[C@H](O)[C@H](C(=O)N(C)C)[C@H]3c2ccccc2)cc1,·,-3.5%,-2.4%,·,-7.4%,·,12.3%,-8.9,·
FC(F)(F)c1cnc(C(c2ccccn2)c2ncn[nH]2)c(Cl)c1 (stereo not given),1.9,5.0%[57.1 µM],-1.8%,0.4,20.1%[57.1 µM],0.3,0.9%,-12.6,-3.4
O=c1[nH]c2c(=O)[nH]cnc2nc1-c1ccccc1,·,140.1%,3.7%,·,-31.9%,·,-2.2%,-7.2,·
CCc1ccc(-n2c(O)cnc2Nc2nc(C)cc(C)n2)cc1,0.8,-0.3%,?,-0.7,4.0%,0.3,-12.9%,-6.7,-10.7
O=C(Oc1ccc([N+](=O)[O-])cc1)c1ccc2ccccc2n1,0.3,2.2%,-2.5%,11.2,-33.0%,0.5,0.3%,-2.4,27.2
COc1cccc(C2C(C(=O)Nc3ccc(Cl)cc3)=C(C)Nc3c(C(=O)Nc4ccccc4)cnn32)c1OC (stereo not given),1.2,23.1%,-16.9%,-15.2,10.6%,2.1,-3.4%,-0.5,·
O=C(Cc1c(F)cccc1Cl)Nc1ccccc1-c1ccccc1,-1.4,-13.5%,-3.3%,-5.3,-17.9%,-0.1,-4.2%,1.9,1.0
COc1ccccc1NC(=O)CSc1nnc(NC(=O)c2ccco2)s1,0.2,-0.7%,-18.9%,3.0,2.1%,0.0,0.5%,-5.0,-16.0
CCCNC(=O)Cn1c(=O)oc2cc(S(=O)(=O)N3CCCC3)ccc21,2.9,3.1%,?,0.7,9.6%,0.8,1.1%,-0.4,-16.0
CN(CC(=O)Nc1c(Cl)cccc1Cl)C(=O)Cc1ccc(S(=O)(=O)N2CCOCC2)s1,1.0,-11.4%,-7.9%,-4.1,-12.6%,0.0,1.4%,2.8,10.3
CNC(=S)Nc1ccc(-c2nc3ccc(C)cc3s2)cc1,1.2,22.9%[57.1 µM],-12.7%,15.5,35.1%[57.1 µM],1.5,7.2%,-3.6,-10.7
CCOC(=O)c1cccc(N2C(=O)C3C4C=CC(CC4)C3C2=O)c1 (stereo not given),-3.6,-8.6%,-22.5%,-4.0,-19.9%,-1.7,-9.2%,-2.9,12.4
COCCCN1CC(=O)N2C(c3cccc(C)c3)c3[nH]c4ccccc4c3C[C@H]2C1=O (stereo not given in full),0.5,-1.1%[57.1 µM],-20.3%,2.1,11.0%[57.1 µM],0.1,1.0%,0.2,3.8
CC1(C)OC(=O)C(=Cc2ccc[nH]2)C(=O)O1,8.9,3.7%[57.1 µM],-9.6%,-7.1,26.1%[57.1 µM],-0.1,0.0%,-4.1,28.2
CCCc1nn2c(=O)cc(COC(=O)c3ccc(NC(=O)COc4ccccc4)cc3)nc2s1,1.6,-7.3%[57.1 µM],-12.6%,-3.3,-0.6%[57.1 µM],0.8,5.8%,5.8,·

# (next part)
SMILES,D2 ag,TrxR1 substrate,USP1 inh,TRHR PAM,rTrxR1 inhibitor,TRHR agonist,mIDH1 inhibitor,PI4K2A block,D2 antagonist
CC1=NN(c2cccc(Cl)c2)C(=O)C1,0.0,1.4%,?,3.7,34.2%,0.5,0.0%,-59.8*,-22.9
COc1ccc(N=c2scc(-c3ccc(OC)cc3)n2CCO)cc1,1.6,-10.5%,-6.7%,1.6,-5.6%,0.0,5.0%,4.0,-17.1
O=C(O)CCC(=O)Nc1ccccc1C(=O)NCCc1ccccc1,0.0,11.1%[57.1 µM],8.4%,0.7,15.2%[57.1 µM],0.0,5.8%,10.6,-5.8
Cn1c(COc2nnc(-c3ccc(Cl)cc3)c3ccccc23)nc2ccccc21,-2.0,2.3%,2.2%,-11.9,-3.9%,0.0,5.2%,0.5,-9.9
N/C(=N\N=C\c1ccc2c(c1)OCO2)SC1CC(=O)N(c2ccc(C(=O)O)cc2)C1=O (stereo not given),1.6,-8.2%,15.5%,-3.2,3.1%,-0.2,12.7%,3.0,29.6
O=C1C2C3C=CC(O3)C2C(=O)N1Cc1ccncc1 (stereo not given),·,3.8%,-9.1%,·,-6.5%,·,-1.8%,3.1,·
COc1ccc(-c2cc3nnc(-c4ccccc4)nc3s2)cc1,1.8,-7.0%,-5.0%,-1.2,-1.2%,0.8,0.8%,1.4,-14.2
CC(C(=O)NCCCc1ccccc1)n1cccc1C(=O)c1ccccc1 (stereo not given),·,0.9%,-20.2%,-7.1,7.5%,0.3,-1.5%,2.5,·
Cc1ccc(C2C3CSCC=C3C(C#N)=C(N)C2(C#N)C#N)cc1 (stereo not given),-0.1,9.4%,?,-5.2,?,2.4,?,-3.3,10.5
CSCCC(NC(=O)c1cc(C(C)(C)C)oc1C)C(=O)O (stereo not given),0.8,5.0%,6.3%,-0.2,8.2%,0.3,1.6%,0.2,0.4
CCCNC(=O)CN1C(=O)c2c(c3ccccc3n2C)C1c1ccc(OC)cc1 (stereo not given),-0.4,19.3%,-22.1%,-12.3,-4.1%,-0.3,-19.5%,0.1,·
COc1ccccc1-c1nnc(SCC(=O)NC2CCS(=O)(=O)C2)n1CCc1ccccc1 (stereo not given),1.1,-1.1%,-19.7%,1.7,18.2%,0.0,5.3%,0.1,-9.5
CN(Cc1ccccc1)S(=O)(=O)c1ccc(OCC(=O)NCc2ccncc2)cc1,5.7,4.8%[57.1 µM],-18.7%,2.2,15.9%[57.1 µM],-0.5,16.2%,-0.9,0.3
CCOC(=O)C1CCCN(CCC(=O)Nc2ccc(Br)c(C)c2)C1 (stereo not given),0.4,-2.5%,-14.1%,3.1,14.2%,-0.2,10.2%,0.8,-6.5
COc1cccc(/C=C2/C(=O)NN(c3ccccc3)C2=O)c1,0.8,-5.7%,-6.2%,-2.0,-72.0%,0.0,-5.6%,-2.8,4.4
CCCc1cc(=O)[nH]c(SCC(=O)Nc2ccc(Br)cc2Br)n1,2.9,9.5%[57.1 µM],-16.0%,3.8,25.8%[57.1 µM],1.0,7.1%,-8.4,-10.0
CS(=O)(=O)N1CCC(C(=O)Nc2cccc(Cl)c2Cl)CC1,-0.1,-1.3%,-7.7%,-3.9,16.1%,0.2,-10.9%,0.1,2.8
CCOC(=O)c1cnn2c(N)c(C#N)cnc12,·,26.4%,1.6%,0.6,19.7%,0.0,-14.2%,0.9,·
CCOC(=O)c1cc2c(=O)n3ccccc3nc2n(CC2CCCO2)c1=NC(=O)c1cccc(C)c1 (stereo not given),0.2,65.0%[activator],-1.9%,16.7,-24.7%,-0.5,?,2.6,·
CN(C)c1cccc(F)c1C(=O)NC(=O)Nc1ccc(Cl)cc1,·,2.8%[11.4 µM],-13.0%,·,13.9%[11.4 µM],·,-0.4%,4.4,·
CCCCCOC(=O)Cc1c(C)nc(-c2ccccc2)[nH]c1=O,0.2,6.4%[57.1 µM],-1.8%,1.1,9.4%[57.1 µM],-0.4,2.8%,4.8,-19.4
Cn1c(SCC(O)c2ccccc2)nnc1-c1ccc2ccccc2c1 (stereo not given),0.3,7.8%,-13.3%,4.1,5.3%,-0.1,16.5%,-0.3,2.9
COc1ccc(NC(=O)C(NS(=O)(=O)c2cccc3nsnc23)C(C)C)cc1 (stereo not given),·,1.6%,-21.5%,-1.1,22.8%,-0.1,-11.7%,-0.4,·
Cc1cccc(OCCc2nnc(N)s2)c1C,-0.1,0.7%,-5.8%,0.2,7.2%,0.4,-2.6%,1.0,-10.9
O=C(CSc1nc2ccccc2o1)Nc1nc2ccc(Br)cc2s1,-1.4,0.5%[57.1 µM],-17.0%,10.9,5.1%[57.1 µM],-0.5,-2.9%,-7.9,-4.7
C/C(=N\NS(=O)(=O)c1ccc(Cl)cc1)c1ccc(O)cc1,-0.3,6.9%,-10.7%,1.7,6.4%,-0.1,-0.2%,-0.7,-2.5
Cc1cccc(N2C(=O)N(Cc3cccc(C#N)c3)c3ccccc3S2(=O)=O)c1,0.8,0.5%[57.1 µM],-25.1%,0.3,22.5%[57.1 µM],0.3,6.7%,4.0,·
